Compound activity: PubChem BioAssay, several laboratories
LMPTP block – LMPTP phosphatase inhibitors, primary screen, biochemical, fluorescence intensity, uHTS; recombinant LMPTP-A, OMFP fluorogenic substrate; inhibition, % at 20 µM; hit rate 0.22% among 360,000;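 active = compounds that cut the enzyme signal by at least half of the control window in the single-dose screen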;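 note: plate controls were DMSO wells with enzyme plus substrate for no effect and substrate without enzyme for full effect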
Target sequence (P24666 whole entry, looked up): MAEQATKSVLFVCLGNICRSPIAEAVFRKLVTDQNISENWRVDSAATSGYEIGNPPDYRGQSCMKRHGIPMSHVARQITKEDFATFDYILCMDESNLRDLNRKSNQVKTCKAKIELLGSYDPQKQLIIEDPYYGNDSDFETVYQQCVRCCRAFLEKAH
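test system = LMPTP-A | amount = 0.625 nM LMPTP-A final | reagent = fluorogenic phosphatase substrate OMFP at 400 µM final | incubation = 50 min at room temperature | benchmarks = no-enzyme low control, uninhibited high control | medium = Bis-Tris pH 6.0, DTT, detergent | signal = fluorescence intensity of OMFP turnover product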
DNMT1 block – human DNMT1 methyltransferase inhibitors, primary screen, biochemical, molecular beacon, fluorescence, HinP1I cleavage, uHTS. inhibition (reported as % activation of signal), % at 10 µM. AID 588458, 2011. hit rate 0.83% among 360,000. DNA (cytosine-5)-methyltransferase 1 (Homo sapiens), P26358; in the data active = inhibition above about 50%
SUMO1 PPI mod – modulators of SUMO1 protein-protein interactions, primary screen, biochemical, uHTS; inhibition, % at 20 µM; Small ubiquitin-related modifier 1 (Homo sapiens), P63165; hit rate 0.33% among 360,000; AID 602429, 2012; SUMO1 binding to a labelled peptide, TR-FRET, 1 h; in the data active = inhibition above about 37%
Target sequence (P63165 whole entry, looked up): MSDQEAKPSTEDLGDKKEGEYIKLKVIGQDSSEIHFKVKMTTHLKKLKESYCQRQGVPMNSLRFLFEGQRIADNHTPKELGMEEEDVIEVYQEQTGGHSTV
MsrA inh – bovine MsrA enzyme inhibitors, primary screen, biochemical, absorbance, HTS | purified bovine MsrA, absorbance read-out | inhibition, % at 15.5 µM | hit rate 0.75% among 360,000 | AID 651718, 2012; in the data active = inhibition above about 4.5%;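 note: 0% = vehicle wells with enzyme and 100% = reference inhibitor wells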
bovine MsrA act – bovine MsrA enzyme activators, primary screen, biochemical, absorbance, HTS; Methionine sulfoxide reductase A (Bos taurus); purified bovine MsrA, absorbance read-out; AID 602163, 2012; activation, % at 10.6 µM; hit rate 0.3% among 360,000; in the data active = activation above about 7.5%;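 note: 0% = vehicle and 100% = reference activator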
Tb MetRS inh – T. brucei MetRS inhibitors, primary screen, biochemical, luminescence. hit rate 0.4% among 360,000. inhibition, % at 11.9 µM. purified T. brucei MetRS, ATP depletion, Kinase-Glo luminescence. AID 624268, 2012;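 active = inhibition above a per-plate cutoff of the control wells' mean inhibition plus 3 SD, cut at about 5.5% in these data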;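 note: 0% = DMSO wells median and 100% = median of wells with control inhibitor compound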
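Dosing: 11.9 µM single point; system: parasite MetRS enzyme; technique: luminescence of leftover ATP; times: 15 min enzyme-compound preincubation, 2 h reaction, 10 min detection, 25 °C; replicates: each compound tested once; read-out basis: percent inhibition relative to median high and low control wells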
E coli Lon inh – inhibitors of E. coli Lon protease, primary screen, biochemical, fluorescence polarization; P0A9M0; purified E. coli Lon protease; inhibition, % at 7.94 µM; hit rate 0.42% among 360,000; AID 602123, 2011; in the data active = inhibition above about 13%, passing the limit was not always enough;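 note: 0% = enzyme with probe and DMSO and 100% = no enzyme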
Target sequence (P0A9M0 whole entry, looked up): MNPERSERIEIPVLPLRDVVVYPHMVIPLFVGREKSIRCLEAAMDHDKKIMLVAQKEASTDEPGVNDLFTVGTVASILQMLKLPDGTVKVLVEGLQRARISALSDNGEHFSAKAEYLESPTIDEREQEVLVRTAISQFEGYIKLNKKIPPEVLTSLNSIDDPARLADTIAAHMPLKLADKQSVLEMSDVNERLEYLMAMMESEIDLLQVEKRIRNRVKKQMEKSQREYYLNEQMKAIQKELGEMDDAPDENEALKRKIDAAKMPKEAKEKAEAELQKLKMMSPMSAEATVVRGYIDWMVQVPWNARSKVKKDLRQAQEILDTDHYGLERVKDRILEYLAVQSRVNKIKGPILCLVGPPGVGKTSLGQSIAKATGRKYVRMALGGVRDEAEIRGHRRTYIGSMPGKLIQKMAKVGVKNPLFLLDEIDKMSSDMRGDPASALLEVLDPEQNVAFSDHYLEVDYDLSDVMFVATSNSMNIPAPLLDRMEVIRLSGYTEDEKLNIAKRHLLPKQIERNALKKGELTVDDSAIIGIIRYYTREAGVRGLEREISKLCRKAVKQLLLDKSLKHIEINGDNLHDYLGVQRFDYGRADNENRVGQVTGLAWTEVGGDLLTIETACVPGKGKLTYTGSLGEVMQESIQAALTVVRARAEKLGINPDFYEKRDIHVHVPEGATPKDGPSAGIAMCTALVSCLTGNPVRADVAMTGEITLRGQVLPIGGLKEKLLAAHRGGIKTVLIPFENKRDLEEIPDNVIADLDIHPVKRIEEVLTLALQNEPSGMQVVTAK
STEP inh – STEP phosphatase inhibitors, primary screen, biochemical, fluorescence intensity, uHTS. Tyrosine-protein phosphatase non-receptor type 5 (Homo sapiens), P54829. recombinant STEP, OMFP fluorogenic substrate. inhibition, % at 20 µM. hit rate 0.25% among 360,000. AID 588621, 2011;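 active = inhibition at 20 µM, scaled per plate between control wells, above about 37%, limit read from the data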;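 note: 0% = DMSO with enzyme and substrate and 100% = substrate only without enzyme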
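medium = Bis-Tris buffer pH 6.0, 2.5 mM DTT, 0.005% Tween 20 | test system = STEP (striatal-enriched tyrosine phosphatase) enzyme, cell-free | measure = normalized % inhibition | compound dosing = 20 µM, 1% DMSO | also added = 25 µM OMFP | schedule = reaction 20 min, ambient temperature | measured by = fluorescence read at 480 nm ex / 540 nm em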
Scp-1 inhibitor – Scp-1 phosphatase inhibitors, primary screen, biochemical, colorimetric, uHTS; Carboxy-terminal domain RNA polymerase II polypeptide A small phosphatase 1 (Homo …; Recombinant Scp1, phosphopeptide, malachite green phosphate absorbance; inhibition, % at 20 µM; hit rate 0.88% among 340,000;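 active = inhibition above about 50% at 20 µM, limit read from the data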;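 note: plate controls were DMSO wells with enzyme for no effect and wells lacking enzyme for full effect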
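Material – SCP-1 phosphatase catalytic domain, residues 76-261 · Buffer or medium – Acidic Tris acetate buffer with magnesium and detergent · Also added – Phospho 17-mer peptide substrate · Compound – single 20 µM dose, 1% DMSO · Times – 45 min room-temperature reaction, 5 min colour, 30 min stabiliser · Technique – Phosphate-binding colour reagent, absorbance read at 630 nm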
CendR NRP1 mod – modulators of CendR peptide binding to NRP-1, primary screen, biochemical, fluorescence polarization, uHTS. Neuropilin-1 (Homo sapiens), O14786. FAM-RPARPAR peptide binding to NRP-1. inhibition, % at 25 µM. hit rate 0.85% among 360,000. AID 602438, 2012;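 active = inhibition or corrected inhibition above about 18%, plus a signal ratio from 0.5 to 1.5, limit read from the data, passing the limit was not always enough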; note: strong numbers were not always called active
* hit, by the source's call; . = no result given.

SMILES	LMPTP block	DNMT1 block	SUMO1 PPI mod	MsrA inh	bovine MsrA act	Tb MetRS inh	E coli Lon inh	STEP inh	Scp-1 inhibitor	CendR NRP1 mod
Cc1cccc(C)c1-n1nnnc1C1(C)CCC(=O)N1CCOc1ccccc1 (centres undefined)	0.9	.	1	-0.1	0	-0.8	0	.	.	3
Cc1ccc(NC(=O)CC2CCCC2)c(Br)c1	-1.3	1	-1	0.0	0	-0.2	0	-1	-7	2
CC(=O)Nc1ccc(S(=O)(=O)Nc2nc3ccccc3nc2Nc2ccc(O)cc2)cc1	0.7	-2	21	2.7	-4	0.8	1	-5	-9	2
CCNC(=O)COc1ccc(Br)cc1Cl	-1.4	3	3	-0.6	-11	2.5	-8	-4	0	1
COc1ccc(NC(=S)Nc2cccc3cnccc23)cc1	0.9	-21	-6	0.6	-4	-1.2	-10	-2	5	-12
O=C(COc1ccccc1Br)NCCC1=CCCCC1	1.2	-1	11	0.0	1	0.1	-9	1	-10	-13
CC(=O)c1ccc(NC(=S)Nc2cccc(S(=O)(=O)Nc3c(C)n(C)n(-c4ccccc4)c3=O)c2)cc1	0.2	-10	0	0.5	-3	0.2	-9	-2	-10	-4
COc1ccc(NC(=O)c2cc(-c3ccccc3)nc3c2cnn3C(C)C)cc1	4.7	-5	-3	-0.1	-4	-0.2	7	-1	-5	5
CCOc1ccc(S(=O)(=O)NCc2ccccn2)cc1	-3.1	0	-2	-0.4	-4	-1.6	-4	0	-9	1
CC(Oc1ccccc1Cl)C(=O)Nc1ccc(S(=O)(=O)N2CCOCC2)cc1 (centres undefined)	-0.1	-2	0	0.8	-3	-0.4	-11	-1	-5	10
COc1ccc(CN2C(=O)CSC2c2ccncc2)cc1 (centres undefined)	-1.1	4	3	-1.3	-3	-0.2	-5	-3	4	-1
Cc1ccc(-n2c(=S)sc3c(=O)n(-c4ccccc4C)c(SCC(=O)O)nc32)cc1C	-0.2	2	-11	1.2	-3	-1.1	-1	3	-17	-8
CCNC(=O)N(CC)C[C@H]1N[C@@](CC)(C(=O)OC)[C@H]2C(=O)N(Cc3ccccc3)C(=O)[C@@H]12	-1.9	5	2	0.0	-6	-1.9	-6	2	4	-10
O=C(NC(=S)Nc1nc(-c2ccc(Br)cc2)cs1)c1cccnc1	-0.2	25	1	-0.1	0	0.2	1	-1	-4	9
COc1ccc(CSc2nnc(SCc3ccc([N+](=O)[O-])cc3)s2)cc1	1.7	4	-2	0.6	-5	-0.8	-2	0	-4	-4
Cc1ccc(S(=O)(=O)N2CCN(S(=O)(=O)N3CCCCC3)CC2)cc1	-2.3	7	0	-0.8	-2	-0.1	-10	3	-7	1
Cc1ccccc1NC(=O)c1ccc(COc2ccc3c(C)cc(=O)oc3c2)cc1	2.6	7	3	0.0	0	0.3	-6	2	-4	-11
CCCCN(C(=O)NC(=O)Nc1ccccc1OC)S(C)(=O)=O	0.4	-6	5	1.0	0	-0.5	20*	-2	-3	-9
CC(=O)N1CCc2cc(S(=O)(=O)CCC(=O)N3CCC(C)CC3)ccc21	-1.6	2	-1	0.5	5	0.3	-6	0	1	5
COc1ccccc1Nc1nc(N)nc(CN(C)C2CCCCC2)n1	-1.2	-2	3	0.0	0	0.1	-8	-3	-12	-10
O=C(COc1ccc([N+](=O)[O-])cc1Cl)NCCN1C(=O)CSC1=O	-1.2	8	-12	0.5	-5	-0.1	-3	-2	-6	0
CC/C(C)=C1\SC(N2CCOCC2)=NC1=O	-0.8	3	1	-0.5	-3	-0.5	-8	-4	-5	-1
Cc1ccc(NS(=O)(=O)c2ccc(Cl)s2)cc1S(=O)(=O)N(C)C	-1.0	-1	-2	-0.7	-6	-1.3	-4	-2	-7	10
CCn1cc(C(=O)NCCC(C)C)c(=O)c2cc(F)c(N3CCN(C(=O)c4ccco4)CC3)cc21	2.1	-4	7	-0.5	-2	-0.6	-10	2	-2	18
COc1ccc(N2CCN(C(=O)CNC(=O)Cn3cnc4sc(C)c(C)c4c3=O)CC2)cc1	1.1	-1	2	-1.3	-5	-0.6	3	2	-3	3
CCN1CCN(C(=O)CN2C(=O)c3cccc4cccc2c34)CC1	-0.3	-1	-13	0.4	-4	-0.9	-8	-1	-5	4
C/C(=N\NC(=O)Cc1c(C)[nH][nH]c1=O)c1ccc(Cl)c(Cl)c1	-0.2	1	-3	0.0	-3	0.0	2	-1	-14	6
CCOC(=O)c1ccc(NC(=O)CN(c2ccc(C)cc2)S(=O)(=O)c2c(C)n[nH]c2C)cc1	0.6	1	3	-1.1	-1	0.1	1	-1	-8	6
COCCN1C(=O)C(=O)/C(=C(/O)c2ccc(S(=O)(=O)N3CCOCC3)cc2)C1c1cccc(O)c1 (centres undefined)	-1.0	-3	-14	0.9	1	1.1	-4	-2	-14	-12
O=C1CC(c2ccccc2)c2ccc(O)cc2O1 (centres undefined)	-0.2	-5	-1	0.1	2	0.1	0	-1	-7	7
COc1ccc(-c2cc(C(=O)NCCN3CCOCC3)no2)cc1OC	-0.3	-1	-3	-1.0	-1	-0.2	-6	-1	1	-2
CCOC(=O)c1c(CNCCN(CC)CC)n(C)c2cc(Br)c(OC)cc12	-0.7	4	-1	-0.3	-10	-0.9	-4	2	1	4
COc1cc(-c2cc(NC=O)c3ncc(-c4ccc(F)cc4)n3c2)cc(OC)c1OC	3.3	-12	-15	1.3	2	-0.1	-1	1	.	-1
CC1=C(C(=O)Nc2ccc(CC(=O)NCc3ccc(OC(C)C)cc3)cc2)SCCO1	2.1	30	3	0.1	2	-0.5	0	1	41	-8
CCc1ccccc1NC(=O)CN(C1CCCCC1)S(C)(=O)=O	0.6	-3	2	-0.3	1	-0.7	0	-3	-7	-2
Cc1nn(-c2cc(N(S(C)(=O)=O)S(C)(=O)=O)c(Cl)cc2Cl)c(=O)n1C	-0.5	1	-1	0.4	-4	-0.5	8	-1	-5	-3
O=C(Cc1c(F)cccc1Cl)Nc1cc(S(=O)(=O)N2CCOCC2)ccc1N1CCOCC1	0.1	-1	3	0.1	-2	0.4	-6	-3	-8	-2
Cc1cc(C)n(/C(=C\N(C)C)C(=O)c2ccc(Cl)cc2)n1	-0.3	-2	-2	2.0	0	-0.2	-9	1	7	9
O=C(NCc1ccccc1Cl)C1CCCN(c2ncnc3c2nc2n3CCCCC2)C1 (centres undefined)	-0.9	-1	-4	0.0	-8	-0.8	-1	-1	17	5
O=C(N/C=C\c1ccccc1)NCc1ccc(Cl)cc1	-2.1	-1	-3	0.2	-4	-1.2	-6	-2	-10	13
CCc1nc(SCC(=O)N2CC(=O)Nc3ccccc32)c2c(C)c(C)sc2n1	2.0	1	-1	1.2	-4	-1.5	2	2	-2	-9
O=C(c1ccc2c(=O)n(Cc3ccc4c(c3)OCO4)c(=S)[nH]c2c1)N1CCCCC1	-0.6	9	-2	-0.7	-4	-0.5	-13	-3	-11	7
COCCn1c(SCC(=O)Nc2cc(C)cc(C)c2)nnc1C(C)C	-0.8	6	-2	-1.3	-13	-0.4	-1	-1	-10	2
CCOc1ccc(C(=O)NCC(=O)N2CCN(Cc3ccccc3)CC2)cc1	-1.6	0	-2	2.0	-3	0.4	-8	0	0	2
O=C(c1ccc(S(=O)(=O)Cc2cc(F)ccc2F)c([N+](=O)[O-])c1)N1CCCCC1	-2.3	10	-24	-0.5	-5	-0.5	-12	-2	-6	-4
CC(/C=N/NC(=O)c1cc(-c2cccnc2)nc2c1c(C)nn2-c1ccccc1)=C\c1ccccc1	2.2	-12	2	0.7	-7	-0.5	-7	8	7	2
S=C1SCN(Cc2cccnc2)CN1Cc1cccnc1	-1.7	0	4	0.9	-2	-0.1	-10	0	-2	3
O=C(CCC(=O)N(CC(=O)NC1CCCCC1)Cc1ccco1)Nc1nccs1	0.0	3	6	0.6	-3	-0.1	-3	5	-8	9
COc1ccc(NC(=O)CSc2nc3nc(C)cc(C)c3c(=O)[nH]2)cc1	-2.5	2	2	-0.6	-2	0.8	-2	0	0	2
Fc1ccccc1NC(=S)N1CCN(Cc2ccccc2)CC1	-0.7	2	-1	-0.6	-5	-0.2	7	-2	-1	1

Next section
SMILES	LMPTP block	DNMT1 block	SUMO1 PPI mod	MsrA inh	bovine MsrA act	Tb MetRS inh	E coli Lon inh	STEP inh	Scp-1 inhibitor	CendR NRP1 mod
Cc1noc(NS(=O)(=O)c2ccc(NC(=O)CSc3nc4c(cc3C#N)CCC4)cc2)c1C	-3.3	2	21	0.9	-3	0.6	3	1	-9	-5
CCOC(=O)c1cnc2c(-c3ccccc3)c(-c3ccccc3)nn2c1C	3.4	-2	-4	-1.0	-3	-0.4	4	2	-19	3
O=C(CO/N=C/c1ccc(OC(F)F)cc1)NC1CCCCC1	-0.8	-2	5	-0.2	-1	1.0	-9	-1	-8	0
COc1ccc(CN2C(=O)C(CC(C)C)Nc3ncnc(N4CCCCC4)c32)cc1 (centres undefined)	0.6	-4	-4	0.7	-2	-0.3	1	-1	0	4
Cc1ccc(CS(=O)(=O)c2ccc(C(=O)N3CCCCC3)cc2[N+](=O)[O-])cc1	-0.7	2	-24	0.2	0	0.2	3	-1	-3	3
CCCCn1c(N)c(N(CCOC)C(=O)COC(=O)COc2cc(C)c(Cl)cc2C(C)C)c(=O)[nH]c1=O	1.0	-1	0	0.0	-1	-0.5	-10	-3	-5	-3

Profiles as entered above.
COc1ccc(CSc2nnc(SCc3ccc([N+](=O)[O-])cc3)s2)cc1 in the list: LMPTP block = 1.7; DNMT1 block = 4; SUMO1 PPI mod = -2; MsrA inh = 0.6; bovine MsrA act = -5; Tb MetRS inh = -0.8; E coli Lon inh = -2; STEP inh = 0; Scp-1 inhibitor = -4; CendR NRP1 mod = -4
CC(=O)N1CCc2cc(S(=O)(=O)CCC(=O)N3CCC(C)CC3)ccc21 in the list: LMPTP block = -1.6; DNMT1 block = 2; SUMO1 PPI mod = -1; MsrA inh = 0.5; bovine MsrA act = 5; Tb MetRS inh = 0.3; E coli Lon inh = -6; STEP inh = 0; Scp-1 inhibitor = 1; CendR NRP1 mod = 5
